ROCK2 blocker = inhibitors of human Rho kinase 2; inhibition, % at 6 µM; purified ROCK2, Kinase-Glo ATP depletion luminescence; hit rate 0.35% among 60,000; O75116; AID 604;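 active = inhibition above the screen-wide mean inhibition plus 3 SD, cut at about 18% in these data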;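 note: plate controls were DMSO wells for no effect and Y-27632 control wells after no-enzyme background subtraction for full effect; many of its hits are not listed in these tables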
Her2 expr inh = inhibitors of human Her2 kinase expression | P04626 | HER2 level % of control, % at 10 µM | hit rate 0.69% among 65,000 | SKBR-3 HER2 protein level, AlphaScreen, 18-24 h; stronger effect = lower value;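 active = HER2 level under 5% of the carrier-only control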;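 note: 100% = DMSO carrier and 0% = 500 nM PU-H71 HSP90 inhibitor; lower value means stronger loss of Her2 protein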
Autofluor 339 = intrinsic fluorescence of library compounds, ex339/em460 – biochemical, MLSMR library, data from DPM-DC assay, artefact control, profiling panel; compound autofluorescence, ex339/em460 nm, NADH buffer; stronger effect = higher value; 1 = no-compound wells, NADH background; AID 709; hit rate 5.5% among 65,000; fluorescence fold increase at 10 µM;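 active = at 10 µM, mean starting fluorescence two-fold or more over control wells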;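 note: signal is the first read of a kinetic run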
Cdc25B inh = human M-phase inducer phosphatase 2 inhibition; P30305; recombinant Cdc25B, OMFP fluorescence Ex485/Em525; inhibition, %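 (compounds tested at 10 µM final in the well)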; hit rate 0.1% among 65,000; AID 368; in the data active = inhibition above about 50%
Target sequence (P30305 whole entry, looked up): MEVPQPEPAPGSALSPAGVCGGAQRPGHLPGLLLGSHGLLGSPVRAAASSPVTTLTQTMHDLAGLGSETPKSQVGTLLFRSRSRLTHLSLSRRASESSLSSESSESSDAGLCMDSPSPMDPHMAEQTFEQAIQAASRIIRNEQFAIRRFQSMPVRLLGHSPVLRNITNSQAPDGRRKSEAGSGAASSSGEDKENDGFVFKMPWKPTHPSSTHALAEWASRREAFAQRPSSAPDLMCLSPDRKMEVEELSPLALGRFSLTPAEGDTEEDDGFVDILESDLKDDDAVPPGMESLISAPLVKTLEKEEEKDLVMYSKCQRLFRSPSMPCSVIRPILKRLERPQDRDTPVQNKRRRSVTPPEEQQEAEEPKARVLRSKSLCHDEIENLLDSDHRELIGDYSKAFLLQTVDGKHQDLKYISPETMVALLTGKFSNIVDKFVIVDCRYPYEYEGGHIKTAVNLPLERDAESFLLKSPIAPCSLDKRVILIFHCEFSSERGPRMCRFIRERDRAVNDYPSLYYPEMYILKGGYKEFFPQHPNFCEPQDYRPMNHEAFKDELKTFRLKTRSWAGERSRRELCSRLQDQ
JNK3 blocker = inhibitors of human JNK3 kinase; purified JNK3 kinase activity, HTS; inhibition, % at 8 µM; hit rate 0.61% among 60,000; in the data active = inhibition above about 17%;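 note: 0% = DMSO and 100% = reference inhibitor; many of its hits are not listed in these tables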
Target sequence (P53779 whole entry, looked up): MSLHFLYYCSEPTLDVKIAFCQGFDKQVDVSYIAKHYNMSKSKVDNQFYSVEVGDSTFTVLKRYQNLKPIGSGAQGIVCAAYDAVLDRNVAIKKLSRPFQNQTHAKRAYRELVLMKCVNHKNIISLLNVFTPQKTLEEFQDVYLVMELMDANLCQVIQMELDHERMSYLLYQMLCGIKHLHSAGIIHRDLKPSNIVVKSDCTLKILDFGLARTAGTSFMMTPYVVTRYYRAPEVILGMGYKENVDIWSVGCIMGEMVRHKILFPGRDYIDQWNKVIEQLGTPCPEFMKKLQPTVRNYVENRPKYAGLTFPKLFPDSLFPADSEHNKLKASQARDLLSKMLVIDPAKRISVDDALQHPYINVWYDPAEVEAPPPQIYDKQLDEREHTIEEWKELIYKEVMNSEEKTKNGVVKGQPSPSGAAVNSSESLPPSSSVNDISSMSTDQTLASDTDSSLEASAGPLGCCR
PKA kinase inh = blocks human protein kinase A activity; PKA Kemptide phosphorylation, Kinase-Glo ATP luminescence; inhibition, % at 6 µM; hit rate 0.1% among 65,000; AID 524;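 active = inhibition above the screen-wide mean inhibition plus 3 SD, cut at about 21% in these data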; note: many of its hits are not listed in these tables
Abs 340nm = compound absorbs light at 340 nm. fold change at 10 µM. 65,000 tested, under 10 active. compound absorbance at 340 nm, fold over control;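 active = at 10 µM dose, initial 340 nm absorbance at least 2 fold that of control wells; inactive = change under 2 fold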;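 note: initial absorbance extrapolated from kinetic A340 decline of NADH oxidation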
MKP-1 inh = inhibitors of human MKP-1 phosphatase. P28562. recombinant MKP-1, OMFP hydrolysis fluorescence. inhibition, %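 (compounds tested at a single concentration somewhere between 10 and 100 µM)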. hit rate 0.15% among 65,000;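 active = inhibition above about 50%, limit read from the data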;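 note: 0% = DMSO max control wells and 100% = wells with enzyme stopped by NaOH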
Hsp90 block = displaces geldanamycin probe from tumor Hsp90. P07900. NCI-N417 lysate Hsp90, Cy3B-geldanamycin FP displacement. inhibition, % at 30 µM. hit rate 0.35% among 64,000;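 active = inhibition above 50%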;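 note: 0% = tracer plus lysate wells and 100% = tracer alone without lysate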
Starred values were filed as active, the others as inactive; / = not tested or not shown; & = joins results of further samples.

SMILES	ROCK2 blocker	Her2 expr inh	Autofluor 339	Cdc25B inh	JNK3 blocker	PKA kinase inh	Abs 340nm	MKP-1 inh	Hsp90 block
C=CCNc1nc2c(c(=O)n(C)c(=O)n2C)n1CC	2.5	91.1	1.07	1.3	5.4	-3.5	1.02	5.5	-2.9
COCCOC(=O)C1=C(C)N=C2SCCC(=O)N2C1c1cccc(Br)c1 (stereo not drawn)	4.4	105.6	0.99	6.8	3.1	10.4	1.06	1.3	-3.0
Cc1noc(C)c1S(=O)(=O)Nc1ccc(C(=O)NC2CCCCC2)cc1	4.7	99.2	1.08	-0.1	-0.8	10.4	0.99	8.7	0.5
O=C(c1ccco1)N1c2ccccc2Sc2ccccc21	5.7	68.8	1.06	-2.6	3.2	6.2	1	-18.0	-0.4
COc1ccc(S(=O)(=O)N(C)CC(=O)Nc2ccccc2SC)cc1	10.1	78.8	1.07	-6.7	1.9	13.3	1.02	3.6	-4.3
CCN1C(=O)/C(=C2\SC(=S)N(CC3CCCO3)C2=O)c2ccccc21 (stereo not drawn)	1.7	82.9	1.04	2.3	0.4	-1.7	1	2.9	-3.2
CN(C(=O)CSc1nnc(-c2ccco2)o1)C1CCCCC1	1.3	84.7	1.17	0.6	-2.3	2.2	1.01	3.5	0.5
O=C(CSc1nnc(-c2ccccc2)o1)c1ccc2c(c1)OCCO2	9.0	109.7	1.06	-20.9	-0.9	13.4	1.02	2.9	1.3
CC(C)(CO)NC(=O)CCCOc1ccc(Cl)cc1Cl	2.8	104.6	1.15	3.8	-3.5	-0.8	0.98	-2.9	-1.7
CCC(=O)Nc1ccc(-c2nnc(SCC(=O)NCC3CCCO3)n2C)cc1 (stereo not drawn)	6.4	109.5	1.11	15.1	2.8	6.6	1.02	-37.3	-8.9
CC(=O)C1C(c2ccccc2Cl)NC(=O)NC1(O)C(F)(F)F (stereo not drawn)	-2.0	83.8	1.08	0.9	-3.8	-5.7	1.02	8.9	-2.3
COc1cccc2cc(C(=O)C3=C(O)C(=O)N(CCN(C)C)C3c3ccc(F)cc3)oc12 (stereo not drawn)	5.0	85.3	1.07	4.9	-0.7	11.4	1.09	4.5	-6.3
C=CCn1c(SCC(=O)N2CCOCC2)nc2sc3c(c2c1=O)CCCC3	8.2	106.9	1.08	-9.1	0.5	4.5	1.04	3.3	-2.5
N#Cc1c(SCC(N)=O)nsc1SCc1ccccc1Cl	3.4	90.0	1.09	5.7	-0.7	9.9	1	7.4	-2.8
O=C(N1CCOCC1)C(F)(F)C(=O)N1CCOCC1	3.3	120.5	1.11	1.6	13.0	5.4	1.03	5.3	0.5
COc1ccccc1NC(=O)CN(c1ccc(C)cc1)S(=O)(=O)c1c(C)n[nH]c1C	-0.2	85.2	1.09	19.1	-0.2	1.1	0.98	31.5	0.8
Clc1ccccc1COc1ccccc1-c1nnco1	0.3	94.3	1.04	7.8	0.5	3.1	1.02	18.4	-2.7
COc1cccc(N2CC(O)Cn3c2nc2c3c(=O)n(CCCc3ccccc3)c(=O)n2C)c1 (stereo not drawn)	1.6	83.2	1.12	1.7	2.6	6.0	1.06	42.4	-1.8
CCOC(=O)CN1CC23C=CC(O2)C(C(=O)Nc2ccc4c(c2)OCO4)C3C1=O (stereo not drawn)	0.2	87.8	1.06	10.5	-5.2	-4.5	1.02	8.8	16.2
CC(C)Nc1nc(NC(C)C)nc(N(C)C#N)n1	5.4	102.1	1.07	7.5	1.9	8.8	1.01	23.7	-2.9
CN1CCc2c(sc3c2C(=O)NC(c2cn(Cc4ccccc4)c4ccccc24)N3)C1 (stereo not drawn)	8.2	37.5	1.62	6.6	-3.3	-4.5	1.03	20.2	-24.2
COc1ccc(N2CCN(c3ccc(NC(=O)c4ccc5c(c4)OCO5)cc3C#N)CC2)cc1	4.5	97.1	1.86	-3.7	4.0	1.9	1	20.4	2.5
Cc1onc(-c2ccccc2Cl)c1C(=O)N(C)C1CCCCC1	4.3	87.6	1.02	-9.8	1.7	-0.6	1.03	8.1	-6.5
Cn1c2c(c(=O)n(C)c1=O)C(CC(=O)Nc1ccccc1)C(=O)N2 (stereo not drawn)	1.0	111.6	1.1	0.6	-3.4	6.7	1.02	-7.8	-0.4
COc1cccc(C2N(c3ccc(Cl)cc3)C(=O)C3CCCN32)c1 (stereo not drawn)	-1.3	91.1	1.13	-7.8	8.4	7.0	1.06	11.8	-4.8

(more compounds)
SMILES	ROCK2 blocker	Her2 expr inh	Autofluor 339	Cdc25B inh	JNK3 blocker	PKA kinase inh	Abs 340nm	MKP-1 inh	Hsp90 block
COC(=O)C1=C(N)OC2=C(C(=O)CCC2)C1c1cccs1 (stereo not drawn)	/	/	1.01	-19.5	/	-6.8	1	-12.2	-3.5
Cc1ccc(OCc2nc(C#N)c(NCc3ccco3)o2)cc1	/	72.2	1.1	0.7	/	-9.3	1.01	27.9	-6.2
COc1cc(OC)nc(NC2OC(=O)c3ccccc32)n1 (stereo not drawn)	0.5	102.3	1.05	7.2	2.9	-1.8	0.96	14.1	-1.4
O=C(NC1=NCCS1)c1ccc(OCC2CCCO2)cc1 (stereo not drawn)	2.4	116.4	1.08	54.9*	3.7	5.9	1.03	0.9	0.8
O=C1C(c2ccc(F)cc2)N(Cc2ccc3c(c2)OCO3)C(=O)CN1C1CCCC1 (stereo not drawn)	/	113.7	1.04	-5.0	/	0.3	1	4.3	-1.8
Cc1nc(N2CCN(S(=O)(=O)c3cccc4nonc34)CC2)c2c3c(sc2n1)CCCC3	-12.4	116.6	1.13	-0.9	-15.5	-8.5	1.06	28.8	-1.4
COc1ccc(OCCCC(=O)N2CCCc3ccccc32)cc1	4.1	94.2	1.09	-6.4	-8.6	0.1	1.01	17.8	-0.6
COc1nc(-c2ccccc2)ccc1-c1noc(-c2ccc(F)cc2)n1	6.9	63.7	3.84*	1.2	1.9	8.0	1.07	-7.6	-2.8
O=C(c1cccc(C(F)(F)F)c1)N1CCCC1	-0.8	96.3	1.16	3.6	-9.2	-5.1	1	5.0	-1.1
Cc1ccc(C(=O)N2CCN(C(=O)c3ccc(C)c(C)c3)C(C)C2)cc1C (stereo not drawn)	1.4	93.6	1.07	-1.8	-1.9	2.3	1	10.1	-0.3
Cc1ccc(S(=O)(=O)NC(CC(=O)NCC2CCCO2)c2ccco2)cc1 (stereo not drawn)	8.2	111.1	1.07	6.2	4.8	11.0	1.06	-7.7	-2.4
CCc1nnc(NC(=O)c2ccc(S(=O)(=O)N3CCN(Cc4ccccc4)CC3)cc2)s1	/	104.5	1.04	-4.4	/	8.7	1.07	9.0	/
COc1ccc(/C(O)=C2/C(=O)C(=O)N(CC3CCCO3)C2c2cccc(OC)c2)cc1 (stereo not drawn)	4.6	112.7	1.02	-7.4	-1.8	7.1	1.07	-8.4	-1.7
CCOC(=O)c1sc2nc(N3CCCC3)c3c(c2c1N)CC(C)(C)OC3	5.8	69.1	2.97*	-2.8	7.2	10.3	1.02	-5.2	-20.8
COc1cc(S(=O)(=O)NCCN2CCOCC2)c(OC)cc1Cl	10.3	88.3	1.11	-0.3	-3.6	7.0	1.07	3.2	-1.7
CCOC(=O)N1CCN(C(=O)c2ccc(S(=O)(=O)c3ccc(C)cc3)c(NC(C)=O)c2)CC1	3.5	106.5	1.2	17.4	-0.9	2.6	1.02	14.5	-4.4
Cc1cc(Nc2ccccc2)nc(-c2ccccc2O)n1	9.8	70.7	2.17*	-9.8	15.2	4.7	1.12	-1.6	-4.0
CCCc1nc2scc(-c3ccccc3)c2c(=O)n1N	-1.7	90.1	1.11	-1.7	2.9	-3.8	1.02	-11.4	-1.0
CC(=O)c1ccc(N2CCN(C(=O)c3cc4c(=O)n(C)c5ccccc5c4n3C)CC2)cc1	2.7	83.3	1.1	0.8	5.9	2.7	1.11	-3.0	-1.9
O=c1[nH]c(=O)n(CCOc2ccc(Cl)cc2)cc1Br	7.1	84.6	1.12	-1.3	4.9	12.6	1.01	5.5	-1.7
CCOC(=O)CS(=O)(=O)c1nc(-c2ccccc2)cc(C(F)(F)F)n1	-1.4	-27.2*	1.04	-2.8	2.1	-0.5	0.98	-0.2	-1.0
CCS(=O)(=O)N1CCN(CC2CC3C=CC2C3)CC1 (stereo not drawn)	/	90.0	1.04	-16.0	/	/	0.94	6.6	/
OC(CCCN1CCC(O)(c2ccc(Cl)cc2)CC1)c1ccc(F)cc1 (stereo not drawn)	-3.1	85.9	1.02	-11.0	-9.6	-8.6	0.98	-13.7	0.7
Cc1cccc(-c2c3c(=O)n(C)c(=O)n(C)c3c3cccnn23)c1	0.5	85.6	1.02	4.0	4.8	1.7	1.07	-29.9	-4.2
CCN1CCCC1CNC(=O)Cn1cccc1C(=O)c1ccccc1 (stereo not drawn)	0.4	109.3	1.04	3.0	-7.3	-2.3	1.05	-5.8	0.3

Some of the entries so far, with values under each structure:
Each structure is followed by: ROCK2 blocker, Her2 expr inh, Autofluor 339, Cdc25B inh, JNK3 blocker, PKA kinase inh, Abs 340nm, MKP-1 inh, Hsp90 block
- CC(=O)C1C(c2ccccc2Cl)NC(=O)NC1(O)C(F)(F)F (stereo not drawn)
  -2.0, 83.8, 1.08, 0.9, -3.8, -5.7, 1.02, 8.9, -2.3
- COc1ccc(N2CCN(c3ccc(NC(=O)c4ccc5c(c4)OCO5)cc3C#N)CC2)cc1
  4.5, 97.1, 1.86, -3.7, 4.0, 1.9, 1, 20.4, 2.5
- Cc1noc(C)c1S(=O)(=O)Nc1ccc(C(=O)NC2CCCCC2)cc1
  4.7, 99.2, 1.08, -0.1, -0.8, 10.4, 0.99, 8.7, 0.5
- Cc1cccc(-c2c3c(=O)n(C)c(=O)n(C)c3c3cccnn23)c1
  0.5, 85.6, 1.02, 4.0, 4.8, 1.7, 1.07, -29.9, -4.2
- CCN1CCCC1CNC(=O)Cn1cccc1C(=O)c1ccccc1 (stereo not drawn)
  0.4, 109.3, 1.04, 3.0, -7.3, -2.3, 1.05, -5.8, 0.3
- CC(C)(CO)NC(=O)CCCOc1ccc(Cl)cc1Cl
  2.8, 104.6, 1.15, 3.8, -3.5, -0.8, 0.98, -2.9, -1.7

(next part)
SMILES	ROCK2 blocker	Her2 expr inh	Autofluor 339	Cdc25B inh	JNK3 blocker	PKA kinase inh	Abs 340nm	MKP-1 inh	Hsp90 block
COc1cc(C2C3=C(CC(C)(C)CC3=O)Nc3c2c(=O)[nH]c(=O)n3Cc2ccccc2)ccc1O (stereo not drawn)	/	97.0	1.62&0.75	12.3	/	10.7	1.16&0.98	32.0&8.9	-4.1&-8.5
COc1ccc(N(CC(=O)N2CC=C(c3ccccc3)CC2)S(=O)(=O)c2c(C)noc2C)cc1	-7.1	94.5	1.13	-6.8	-3.0	4.0	1.03	10.9	-5.1
Cc1cc(Cl)cc2c1NC(=O)[C@]21[C@@H]2C(=O)N(Cc3ccccc3)C(=O)[C@@H]2[C@@H]2CCCN21	-6.0	97.2	1.04	6.7	-11.8	-4.8	1	5.5	-12.9
O=C(CCCCCN1C(=O)c2ccccc2C1=O)NCc1ccco1	3.7	83.4	1.08	-8.2	-1.8	-5.8	0.94	-31.0	-2.4
CCOC(=O)C1CCCN(CC(=O)Nc2c(C(=O)OC)[nH]c3ccc(C)cc23)C1 (stereo not drawn)	-5.9	81.7	2.6*	4.2	-4.7	-2.8	1.05	0.0	-6.3
CCc1cc2c(=O)c(-c3nc4ccccc4[nH]3)coc2c(CN2CCCC(C)C2)c1O (stereo not drawn)	0.6	75.9	1.15	-20.1	-0.3	4.2	1.05	13.2	-2.3
CCC(C)Oc1ccccc1C1CC(=O)NC2=C1C(=O)CCC2 (stereo not drawn)	5.9	83.1	1.09	-0.4	-6.0	-1.1	1.01	-1.1	-2.0
O=C(Cn1cnc2c(nnn2Cc2ccc(Cl)cc2)c1=O)N1CCN(c2ccccc2)CC1	5.2	84.8	1.1	-15.8	4.2	2.9	1.03	0.7	-1.3
O=C(NCCC1=CCCCC1)C1CCCN(S(=O)(=O)c2cnc[nH]2)C1 (stereo not drawn)	5.1	99.3	0.97	-0.2	-0.8	1.9	1.05	-0.5	-1.4
O=C(NCCN1CCOCC1)c1cc(-c2cccs2)on1	5.7	65.4	0.87	-10.2	5.8	5.3	1.02	1.0	-5.2

Compound activity: PubChem, several laboratories

These rows are one share of the data, so the mix of outcomes need not match the whole.
